Mdm2 MdmX PPI = inhibitors of human Mdm2-MdmX association, primary screen, cell-based, luminescence, split luciferase, SaOS-2, uHTS | SaOS-2 split-luciferase Mdm2/MdmX complementation | inhibition, % at 8 µM | hit rate 3% among 330,000 | AID 485346, 2010;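 active = inhibition of at least 50% at 8 µM in the primary screen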
UPR XBP1 act = activators of adaptive XBP1 UPR arm, primary screen, cell-based, CHO-XBP1 luciferase reporter, luminescence, uHTS; IRE1-XBP1 UPR activation; percent of tunicamycin response, DMSO as zero; activation, % at 20 µM; hit rate 0.33% among 330,000;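 active = versus positive control, 20 µM dose yields 30% or more activation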;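 note: 100% = tunicamycin at 10 µg/mL and 0% = DMSO only wells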
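Material: IRE1-XBP1 luciferase reporter CHO line / Quantity: one thousand reporter cells per well / Buffer or medium: F12 with 10% serum / Compound: 20 µM single concentration, DMSO 1% / Times: 6 h treatment, 37 °C / Detection: Steady-Glo luciferase glow luminescence, 10 min after reagent addition / Benchmarks: tunicamycin high, DMSO low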
UPR CHOP act = activators of apoptotic CHOP UPR arm, primary screen, cell-based, CHO-CHOP luciferase reporter, luminescence, uHTS | UPR activation; percent of tunicamycin response over DMSO baseline | activation, % at 10 µM | hit rate 0.34% among 330,000 | AID 449763, 2010;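 active = at 10 µM dose, activation of 40% or more, normalized to positive control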;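 note: 100% = tunicamycin at 10 µg/mL and 0% = DMSO alone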
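Test system: CHO CHOP reporter cells. Input: 500 CHO-CHOP cells per well. Medium: F12 with 10% FBS. Technique: luciferase luminescence. Measure: percent activation relative to tunicamycin control. Dosing: 10 µM compound, 0.5% DMSO. Timing: 16-18 h cell attachment, then 6 h compound exposure, 37 °C.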
697 NFkB inh = inhibitors of PMA/ionomycin-induced NF-kB reporter, 697 cells, primary screen, B-cell NF-kB inhibitor project, cell-based, luminescence, uHTS; 697 B-cell NF-kB luciferase reporter, 16 h; inhibition, % at 4 µM; hit rate 0.33% among 330,000; AID 435022, 2010; in the data active = inhibition above about 35%
CXCR6 inh = CXCR6 receptor inhibitors, primary screen, cell-based, beta-arrestin, luminescence, CHO-K1 PathHunter, 1536-well; hit rate 0.36% among 360,000; inhibition, % at 20 µM; C-X-C chemokine receptor type 6 (Homo sapiens), O00574; in the data active = inhibition above about 34%, passing the limit was not always enough;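 note: antagonist mode with CXCL16 agonist at 10 nM final; 0% = 10 nM CXCL16 with DMSO and 100% = unstimulated wells without agonist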
Target sequence (O00574 whole entry, looked up): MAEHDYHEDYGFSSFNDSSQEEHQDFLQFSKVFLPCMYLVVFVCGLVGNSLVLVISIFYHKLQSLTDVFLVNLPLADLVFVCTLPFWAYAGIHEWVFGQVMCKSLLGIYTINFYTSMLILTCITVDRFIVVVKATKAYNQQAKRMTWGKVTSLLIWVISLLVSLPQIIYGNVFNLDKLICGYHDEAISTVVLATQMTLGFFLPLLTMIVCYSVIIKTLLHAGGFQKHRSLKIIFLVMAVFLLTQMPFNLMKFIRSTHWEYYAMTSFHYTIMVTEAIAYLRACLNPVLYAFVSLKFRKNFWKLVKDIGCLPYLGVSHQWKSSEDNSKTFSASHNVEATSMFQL
EBI2 block = EBI2 receptor antagonists, beta-arrestin recruitment, primary screen, cell-based, luminescence, 7a,25-OHC stimulation, uHTS | G-protein coupled receptor 183 (Homo sapiens), P32249 | 7a,25-OHC stimulated | inhibition, % at 5 µM | hit rate 0.81% among 360,000 | AID 651636, 2012; in the data active = inhibition above about 38%;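 note: enzyme fragment complementation signal reports receptor beta-arrestin coupling in cells; 0% = agonist plus DMSO wells and 100% = wells without agonist; some results beyond the cut were filed as inactive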
Target sequence (P32249 whole entry, looked up, the tested form may be a part): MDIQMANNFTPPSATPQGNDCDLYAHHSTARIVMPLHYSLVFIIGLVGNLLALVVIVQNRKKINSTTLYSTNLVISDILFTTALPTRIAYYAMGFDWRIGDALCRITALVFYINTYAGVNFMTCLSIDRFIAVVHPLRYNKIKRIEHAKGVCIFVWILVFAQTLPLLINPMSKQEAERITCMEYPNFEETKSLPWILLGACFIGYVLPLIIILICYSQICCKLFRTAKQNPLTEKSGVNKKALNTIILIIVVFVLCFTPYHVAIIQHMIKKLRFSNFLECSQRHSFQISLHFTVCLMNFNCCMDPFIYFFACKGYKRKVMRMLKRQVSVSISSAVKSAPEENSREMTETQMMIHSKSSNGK
Jurkat NFkB inh = inhibitors of induced NF-kB luciferase reporter, primary screen, TCR NF-kB activation inhibitor project, cell-based, luminescence, uHTS. inhibition, % at 4 µM. Jurkat, PMA/ionomycin-induced NF-kB luciferase reporter. AID 435003, 2010. hit rate 0.53% among 330,000; in the data active = inhibition above about 50%
CCR6 antag = CCR6 receptor antagonists, primary screen, cell-based, CHO-K1, luminescence, beta-arrestin, uHTS; C-C chemokine receptor type 6 (Homo sapiens), P51684; CHO-K1 CCR6 PathHunter beta-arrestin, CCL20-stimulated; inhibition, % at 20 µM; hit rate 0.49% among 340,000;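 active = compounds whose inhibition of the agonist-driven luminescence signal at 20 µM reaches about 50%, limit read from the data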;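 note: cells stimulated with CCL20 at 14 nM final; plate controls were DMSO with CCL20 for no effect and DMSO without agonist for full effect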
Target sequence (P51684 whole entry, looked up): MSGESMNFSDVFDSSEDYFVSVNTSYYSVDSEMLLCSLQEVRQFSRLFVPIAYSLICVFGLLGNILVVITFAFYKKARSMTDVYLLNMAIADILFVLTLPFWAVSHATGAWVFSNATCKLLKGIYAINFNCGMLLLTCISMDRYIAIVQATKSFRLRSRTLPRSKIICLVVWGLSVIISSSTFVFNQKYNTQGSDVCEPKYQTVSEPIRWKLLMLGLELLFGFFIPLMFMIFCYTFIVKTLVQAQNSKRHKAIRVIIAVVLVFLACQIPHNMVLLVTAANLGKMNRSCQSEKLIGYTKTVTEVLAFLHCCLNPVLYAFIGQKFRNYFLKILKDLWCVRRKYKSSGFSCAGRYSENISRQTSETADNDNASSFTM
Gli-Sufu block = Gli-Sufu pathway antagonists, primary screen, luciferase luminescence, Sufu-KO-LIGHT cells, uHTS; Sufu-KO-LIGHT fibroblasts, Gli luciferase reporter luminescence; inhibition, % at 5 µM; hit rate 0.74% among 340,000; AID 588413, 2011;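 active = inhibition above about 55%, limit read from the data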;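 note: 0% = DMSO-treated cells and 100% = wells with medium but no cells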
Numbers without * were called inactive; . = not tested or not shown.

SMILES	Mdm2 MdmX PPI	UPR XBP1 act	UPR CHOP act	697 NFkB inh	CXCR6 inh	EBI2 block	Jurkat NFkB inh	CCR6 antag	Gli-Sufu block
CCCn1c(SCc2cc(=O)oc3ccc4ccccc4c23)n[nH]c1=O	11	0	-2.3	-2	10	16	6	10	8
COc1ccccc1CN1CC(C(=O)NCCc2ccc(C)o2)CCC1=O (configuration not stated)	-1	-5	4.6	5	0	5	4	8	6
CCCCCc1c(C)nc(NCc2ccccc2)[nH]c1=O	0	0	-1.0	-7	4	12	6	-9	2
Cc1ccc(NC(=O)c2ccc(N3CCCC3=O)cc2)cc1S(=O)(=O)N1CCCCC1	34	2	1.7	-10	5	4	3	4	-1
CC1CC(C)CN(C(=O)Cc2c(C(=O)O)[nH]c3ccc(Cl)cc23)C1 (configuration not stated)	28	-3	1.0	13	-2	-2	-12	-1	-2
COc1cc(C2C3=C(CCCC3=O)Nc3ccc4ncccc4c32)ccc1O (configuration not stated)	39	3	5.6	-76	-7	7	-11	15	15
O=C(Cn1nc(Cc2cccnc2)c2ccccc2c1=O)NCC1CCCO1 (configuration not stated)	35	-2	-1.3	11	-1	-1	0	-3	-16
CCC(C)C(=O)Nc1nnc(SCC(=O)NC2CCCCC2)s1 (configuration not stated)	7	3	0.1	-19	2	-4	-38	-12	22
O=C1CSC(=Nc2ccccc2)N1Cc1ccccc1	-5	0	-2.6	13	0	16	-3	13	-6
COc1cnn(-c2ccccc2)c(=O)c1N(C)C	4	3	1.6	11	0	-1	-3	4	-2
O=C1CN(C(=O)c2ccc(Br)o2)C(c2ccccc2)c2cc(Cl)ccc2N1 (configuration not stated)	7	0	-0.9	4	1	-2	-11	6	4
CC(OC(=O)c1ccccc1NS(=O)(=O)c1cccc(C(F)(F)F)c1)C(=O)N(C)Cc1ccccc1 (configuration not stated)	10	-1	2.2	5	9	14	12	4	21
COc1ccc(C2C3=C(CC(C)(C)CC3=O)N(CC(=O)O)C3=C2C(=O)CC(C)(C)C3)cc1OC	21	-1	-1.0	14	-1	-11	-1	-15	-12
CCOC(=O)C/C(C)=N/NC(=O)C1CC1(c1ccccc1)c1ccccc1 (configuration not stated)	-23	0	3.3	1	18	-5	4	17	6
CC(=O)c1sc(NC(=O)COc2c(C)cc(Cl)cc2C)nc1C	21	-3	-1.9	6	.	.	10	.	.
COc1ccc(NC(=S)Nc2ccccc2)c(OC)c1	19	-1	5.9	0	-7	-4	7	-1	-1
Cc1cccc(CSCCNC(=O)CN(c2cc(C)cc(C)c2)S(C)(=O)=O)c1	-5	-2	-0.7	19	7	6	1	24	3
c1cncc(CSc2nnc3ccc(-c4ccco4)nn23)c1	22	-3	1.9	10	-1	-11	5	-1	2
Cc1c2ccccc2nc2c(F)c(N(C)C)c(F)c(F)c12	5	3	1.5	2	-11	1	2	-2	-9
CC(C)COc1ccc(C(=O)NCc2ccco2)cc1	-3	1	4.9	7	-11	8	-9	0	-14
COc1cccc(C(C(=O)NC2CCCC2)N(C(=O)c2ccco2)c2ccc(NC(C)=O)cc2)c1OC (configuration not stated)	0	1	-0.8	2	3	-8	-20	13	-6
O=C(CN1CCC(C(=O)c2ccc3c(c2)OCCO3)CC1)Nc1ccccc1F	11	-3	-0.1	-2	1	-9	2	21	-4
O=C(Cc1cccs1)NCc1cn2ccccc2n1	15	-1	-1.8	18	-2	-3	1	-1	-5
CCOc1cccc2cc(C(=O)NC(C)c3ccccc3)c(=N)oc12 (configuration not stated)	37	4	4.0	-8	2	-1	15	14	-4
CCOC(=O)c1sc(NC(=O)C(C)Sc2nnc(N)s2)nc1C (configuration not stated)	-4	-3	0.0	8	2	-4	6	5	-3

The list continues:
SMILES	Mdm2 MdmX PPI	UPR XBP1 act	UPR CHOP act	697 NFkB inh	CXCR6 inh	EBI2 block	Jurkat NFkB inh	CCR6 antag	Gli-Sufu block
Cc1ccc(-n2nc3c(=O)n(C(C)C(=O)NCc4ccc(Cl)cc4)nc(C)c3c2C)cc1 (configuration not stated)	37	-5	1.9	-8	1	-5	12	15	9
O=C(COC(=O)C1=COCCO1)NCc1ccc(F)cc1	9	-1	2.0	2	-1	-14	3	11	26
CCCc1cc(=O)oc2cc(C)cc(OC(C)C(=O)NCCCN3CCOCC3)c12 (configuration not stated)	-18	-5	-2.8	0	4	4	2	-1	-12
Cc1ccc(C)c(C(=O)CSc2nnnn2-c2cccnc2)c1	-8	-1	-0.2	-14	1	1	-7	5	-6
O=C(CN1C(=O)NC2(CCCC2)C1=O)Nc1ccc(Cl)c(C(F)(F)F)c1	25	2	2.0	-14	-8	-1	-8	9	-11
Cc1cc(C)nc(Sc2ccc(/C=C(\C#N)C(N)=O)o2)n1	19	-2	0.2	-5	-17	2	-11	7	3
O=C(Cc1ccccc1)NC(NC(=O)Cc1ccccc1)c1cccc([N+](=O)[O-])c1	8	1	-0.9	-3	-4	-3	-3	17	4
Cc1ccnc(N(C(=O)Nc2ccccc2)C2=NCC(C)(C)S2)c1	-58	0	4.8	-101	9	-9	-60	15	-33
CC(=O)Nc1ccc(NC(=O)C(C)OC(=O)c2ccccc2C(=O)c2ccc(Cl)c([N+](=O)[O-])c2)cc1 (configuration not stated)	99*	-1	12	0	27	19	0	24	11
COc1cc(C(=O)Nc2cccc(S(=O)(=O)NCc3ccco3)c2)cc(OC)c1OC	69*	-2	0.5	21	4	4	-7	-4	18
CC(C)CNC(=S)N1CCC(NC(=O)C23CC4CC(CC(C4)C2)C3)CC1	28	1	0.9	-4	4	-1	-8	0	7
O=C(/C=C/c1ccc(OCCCF)cc1)NCc1ccc(Cl)cc1	2	-4	-2.4	1	0	50*	-13	-8	-30
COc1cc(N(Cc2ccccc2)Cc2ccccc2)c2ncn(C(C)C)c2c1	34	-1	-1.0	8	0	11	-10	19	4
OCCC#Cc1c(-c2ccsc2)sc2ccccc12	4	1	-0.1	-16	-1	6	-9	-10	-6
Cc1ncc(CN2CCCC(CCC(=O)NCc3ccc(F)c(F)c3)C2)s1 (configuration not stated)	3	-2	-0.5	11	9	13	-11	7	25
COc1ccc(N2CCN(S(=O)(=O)c3c(C)nc4sccn4c3=O)CC2)cc1	2	-1	-0.8	12	0	3	-7	12	12
COc1ccc(C(=O)N[C@H]2COC(C)(C)O[C@H]2c2ccccc2)cc1	16	-1	-0.6	0	-7	-1	-12	5	-2
Cc1ccc(NC(=O)c2ccc3nc[nH]c3c2)c(O)c1	-59	-1	1.8	-37	3	-6	-16	-5	-7
Nc1ccn(CC(=O)NCc2ccc3c(c2)OCO3)c(=O)n1	6	-2	0.8	4	0	-4	-7	3	-7
Cc1ccnc2nc(C(=O)OCCOc3ccccc3)nn12	10	0	12	24	0	-3	-6	6	-9
CC(=O)[C@H]1[C@H]([C@H](O)[C@H](O)CO)O[C@](O)(C(=O)O)C[C@@H]1O	2	1	1.1	10	1	-1	8	-5	1
N#Cc1ccc(-c2csc(NC(=O)c3cc(-c4cccs4)nc4ccccc34)n2)cc1	21	0	0.6	32	-3	-2	15	15	11
O=[N+]([O-])/C(C(Cl)=C(Cl)Cl)=C(/Sc1ccccc1)N1CCCCC1	32	13	0.1	2	0	-9	9	17	-7
Clc1ccc(SCc2cn3ccccc3n2)cc1	-43	0	4.4	-65	-8	3	-73	8	-81
N#Cc1nc(-c2cccs2)oc1NCCc1ccccc1	-27	4	0.8	-23	-1	8	-11	-1	-18

Following part:
SMILES	Mdm2 MdmX PPI	UPR XBP1 act	UPR CHOP act	697 NFkB inh	CXCR6 inh	EBI2 block	Jurkat NFkB inh	CCR6 antag	Gli-Sufu block
Cn1nc(C(F)(F)F)c(CO)c1Sc1ccc(F)cc1	21	-1	-1.3	-3	0	-20	3	2	2
CN1CCN(C(c2cc3cc4c(cc3[nH]c2=O)OCCO4)c2nnnn2C2CCCC2)CC1 (configuration not stated)	-8	-1	3.6	6	.	.	4	.	.
Cc1cccc(OCCC(=O)NNC(=O)c2ccoc2C)c1	14	0	-0.5	-1	4	7	5	16	-12
CCOC(=O)c1c(NC(NC(C)=O)C(Cl)(Cl)Cl)sc2c1CCCC2 (configuration not stated)	12	-1	-0.6	0	8	12	5	21	9
Cc1ccc2nc3n(c(=O)c2c1)-c1ccccc1C(=O)NC3Cc1ccccc1 (configuration not stated)	-18	-4	-0.3	19	.	.	7	.	.
O=C1CSc2ccc(C(=O)NCC(c3ccco3)N3CCCCC3)cc2N1 (configuration not stated)	6	5	-0.1	0	10	-5	-6	7	-1
CCN(CC)S(=O)(=O)c1ccc(S(=O)(=O)N(Cc2ccccn2)Cc2ccco2)cc1	23	-3	-1.6	-2	-14	-1	-13	1	-1
O=[N+]([O-])c1ccc(N2N=C(c3ccccc3)CC2c2ccccc2O)cc1 (configuration not stated)	90*	13	0.0	9	12	33	-14	.	.
C=CCn1c(SCC(=O)c2ccc(OC)cc2)nnc1-c1ccc2c(c1)OCO2	13	0	-2.6	-11	1	6	4	-1	-2
COc1ccc(C2N3CC4(C)CN2CC(C)(C3)C4=O)cc1OC (configuration not stated)	-17	-1	8.3	5	-3	6	7	1	4
COc1cccc(NC(=O)[C@H](C)NC(=O)C2CCN(S(=O)(=O)c3ccc(C)cc3)CC2)c1	10	1	-1.4	16	7	4	2	4	-6
COc1ccc(CCNC(=O)C2CCN(C(=O)NC3CCCCC3)CC2)cc1	-16	-2	-0.1	-4	4	-13	6	1	8
CCN1CCCC1CNC(=O)C(=O)NC (configuration not stated)	-14	0	2.1	-6	-6	-9	-26	8	25
COCCCNC(=S)N/N=C/c1ccccc1O	6	5	5.9	-51	-8	-3	-4	8	7
Cc1ccc(S(=O)(=O)N2CCCC(C(=O)NCC(C)C)C2)cc1 (configuration not stated)	-13	3	2.2	-28	-6	3	-9	10	24

Profiles as entered above. Screens in order: Mdm2 MdmX PPI | UPR XBP1 act | UPR CHOP act | 697 NFkB inh | CXCR6 inh | EBI2 block | Jurkat NFkB inh | CCR6 antag | Gli-Sufu block
Profile of CN1CCN(C(c2cc3cc4c(cc3[nH]c2=O)OCCO4)c2nnnn2C2CCCC2)CC1 (configuration not stated) = -8 | -1 | 3.6 | 6 | . | . | 4 | . | .
Profile of COc1cccc(NC(=O)[C@H](C)NC(=O)C2CCN(S(=O)(=O)c3ccc(C)cc3)CC2)c1 = 10 | 1 | -1.4 | 16 | 7 | 4 | 2 | 4 | -6

Structures above with a cyano group (3):
SMILES	Mdm2 MdmX PPI	UPR XBP1 act	UPR CHOP act	697 NFkB inh	CXCR6 inh	EBI2 block	Jurkat NFkB inh	CCR6 antag	Gli-Sufu block
Cc1cc(C)nc(Sc2ccc(/C=C(\C#N)C(N)=O)o2)n1	19	-2	0.2	-5	-17	2	-11	7	3
N#Cc1ccc(-c2csc(NC(=O)c3cc(-c4cccs4)nc4ccccc34)n2)cc1	21	0	0.6	32	-3	-2	15	15	11
N#Cc1nc(-c2cccs2)oc1NCCc1ccccc1	-27	4	0.8	-23	-1	8	-11	-1	-18

Bioassay records deposited in PubChem BioAssay by Sanford-Burnham Center for Chemical Genomics.
